# FEN1 inh – blocks human flap endonuclease 1 | AID 588795 | 390,000 compounds, 0.35% hits | P39748 | Recombinant FEN1 flap cleavage, fluorescence, 15 min | Potency, µM (highest dose often 114 µM), inactives show at the top dose activity change, negative = inhibition, actives largely listed as inhibitors; active means well fitted inhibition curve with a large enough effect; inconclusive means small, poorly fitted or top-dose-only effect; inactive means no such curve, though single readings can be large or run the other way; further: nearly all actives have a fitted effect of over 65% in size
# Target sequence (P39748 whole entry, looked up): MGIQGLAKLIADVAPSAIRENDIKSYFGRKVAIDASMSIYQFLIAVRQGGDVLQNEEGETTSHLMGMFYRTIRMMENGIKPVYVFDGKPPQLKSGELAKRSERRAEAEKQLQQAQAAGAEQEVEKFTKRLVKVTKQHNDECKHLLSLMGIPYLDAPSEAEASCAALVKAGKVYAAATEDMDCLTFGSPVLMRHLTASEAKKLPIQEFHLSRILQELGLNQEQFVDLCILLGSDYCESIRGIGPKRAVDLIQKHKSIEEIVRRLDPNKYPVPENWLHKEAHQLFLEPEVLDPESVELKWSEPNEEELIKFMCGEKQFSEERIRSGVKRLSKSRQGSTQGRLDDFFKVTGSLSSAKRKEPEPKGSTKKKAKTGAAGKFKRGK
#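 Steps: FEN1 (10 nM) dispensed; compound added by pin tool; 15 min at room temperature; substrate added to 50 nM final; reads at 0 min and 15 min; data normalized and fitted (four-parameter Hill).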
# The depositor's hits bear a star; ? = inconclusive; & = joins results of further samples; [ ] = remark or other dose. On the % scale 0 is the no-effect control and ±100 the full control effect; potency means the concentration at half of the fitted maximal effect.
SMILES,FEN1 inh
OC(CN(Cc1ccccc1)Cc1ccccc1)c1ccccc1 (stereo not given),-12.6%
S=C(c1ccco1)N1CCOCC1,-0.2%
O=S1(=O)CCO[C@H]2CCCC[C@@H]2N1Cc1ccccc1Br,-21.1%
O=c1c2ccccc2nc(-c2ccc(Cl)cc2)n1C1CCS(=O)(=O)C1 (stereo not given),0.7%
O=C(O)C1CCc2nc(NCc3ccccc3)nc(NCc3ccccc3)c2C1 (stereo not given),-1.9%
COC(=O)C1(Cc2ccc3c(c2)CCC3)Cc2ccc3c(c2C1=O)CCC3 (stereo not given),0.0%
CC1(C)S[C@@H]2[C@H](NC(=O)COc3ccccc3)C(=O)N2[C@@H]1C(=O)OCc1cccc2cccnc12,-19.8%
O=C(NCCCNC(=O)NC1CCCCC1)NC1CCCCC1,-5.0%
CN1OC[C@@H]2CN(C(=O)CCc3ccccc3)[C@H](c3cccc(N4CCOCC4)c3)C[C@@H]21,1.3%
COc1cccc(/C=N/Nc2ccc(Cl)nn2)c1OC,-3.4%
CC(C)(C)c1ccc(C(=O)C[N+]2(C)CCCc3ccccc32)cc1 (stereo not given),-18.8%
CC(=O)Oc1ccc2cc(-c3nc4c(s3)CCc3ccccc3-4)c(=O)oc2c1,-2.7%
O=C(NCCCCc1ccccc1)c1cccc(NC(=O)c2ccccc2)c1,-3.0%
COc1ccc(CCNC(=O)C2CC3Cn4c(nc5ccccc54)C3N2c2ccccc2)cc1 (stereo not given),12.4%
O=[N+]([O-])c1ccccc1Nc1ccccc1[N+](=O)[O-],-0.6%
Cc1ccc(N2CC(C(=O)N3CCN(c4ccccn4)CC3)CC2=O)cc1 (stereo not given),0.9%
CCn1c2ccccc2c2cc(/C=C3\C=Cc4ccccc43)ccc21,-5.4%
O=[N+]([O-])c1cccc(/C=C/c2ccccc2)c1,-16.9%
c1ccc(N2CC3COc4ccccc4C3=N2)cc1 (stereo not given),-18.2%
Cc1cc(OCC(=O)Nc2cccc(-c3nc4ccccc4o3)c2C)cc(C)c1Cl,14.8%
CCOc1ccc(NC(=O)c2ccc(F)cc2F)cc1,10.2%
COc1ccc(C(=O)/C=C/c2ccccc2OC)c(OC(=O)c2ccc([N+](=O)[O-])cc2)c1,-10.3%
S=c1[nH]nc2sc3ccccc3n12,0.3%
CCOC(=O)C1CCCCN1C(=O)CCc1nnc(-c2ccc3c(c2)OCO3)o1 (stereo not given),10.0%
O=C1[C@H](Cc2ccccc2)NCCCC[C@H](c2ccco2)N1Cc1ccccc1,-28.4%&-26.2%

# The list continues:
SMILES,FEN1 inh
CC(=O)C1CCC2C3CCC4=CC(=O)CCC4(C)C3(F)C(O)CC12C (stereo not given),-4.3%
COc1cc(C(=O)Nc2ccc(S(=O)(=O)N3CCCCC3)cc2)ccc1OCC(=O)N1CCOCC1,3.6%
CCCN1CNc2c(c(=O)[nH]c(=S)n2CCc2c(C)cccc2C)C1,-2.4%
Brc1cccc[n+]1CCC[n+]1ccccc1Br,79.4µM*
CCOc1ccc(C(=O)NC2CCCCCCC2)cc1,4.9%
Cc1cccc(OC(C)C(=O)Nc2ccc3c(c2)OCCO3)c1 (stereo not given),-2.1%
CN(C)CCn1c(=O)n(C2CCCCC2)c(=O)c2c3c(sc21)CCCCC3,4.6%
COc1cccc(CNC(=O)c2cccc(S(=O)(=O)N3CCN(Cc4ccccc4)CC3)c2)c1,-0.3%
COc1ccc(NS(=O)(=O)c2cc(NC(=O)CCc3ccccc3)ccc2N2CCOCC2)cc1,-0.8%
O=C(C[n+]1csc2ccccc21)c1ccc(I)cc1,-13.0%
O=C(CCC(C(=O)O)N1C(=O)c2ccccc2C1=O)Nc1ccccc1 (stereo not given),4.4%
CCN(CC(=O)NCc1cccs1)C(=O)c1cccc(S(=O)(=O)N(CC)c2ccccc2)c1,2.9%
COc1cccc(C2NC(=O)NC(C)=C2C(=O)OCCSC)c1OC (stereo not given),-0.1%
CC(C)(C)c1ccc(OCC(O)CN2CCc3ccccc3C2)cc1 (stereo not given),-2.2%
C=CCOC(=O)C1=C[C@@H](c2csc3ccccc23)[C@H](CCCO)[C@@H](OCC)O1,-26.6%
O=C1OC(N2CCN(Cc3ccccc3)CC2)c2ccccc21 (stereo not given),-2.7%
O=C(O)C(=Cc1cc2c(cc1[N+](=O)[O-])OCO2)c1cc2c(cc1Br)OCO2,3.3%
C#CCNC(=O)[C@H](Cc1ccc(C(=O)c2ccccc2)cc1)NC(=O)OC(C)(C)C,-7.8%
Cc1ccccc1NC(=O)Cc1nc(COC(=O)c2ncc(Cl)c(Cl)c2Cl)cs1,11.0%
C#CCOCCOCCOCCNc1nc(N2CCN(C(=O)[C@H](CCCCN)n3cc(CCC(=O)O)nn3)CC2)nc(N2CCN(C(=O)[C@H](Cc3ccc(O)cc3)n3cc(CCO)nn3)CC2)n1,-7.5%
O=C(NNC(=S)Nc1ccc(C(=O)O)c(O)c1)c1ccncc1,-8.8%
CC(C)C[C@@H](CNCC(=O)[C@H](CC(C)C)NC(=O)c1[nH]cnc1C(=O)N[C@@H](C)CN)NC(=O)c1nc[nH]c1C(=O)N[C@@H](C)C(=O)O,-3.2%
CCOc1n[nH]c(-c2ccccc2)n1,-2.5%
C[N+]1(CC(=O)c2cccs2)CCOCC1,-17.5%
CC1CC(=O)c2ccccc2C1C (stereo not given),8.6%

# (cont.)
SMILES,FEN1 inh
CC(C)C[C@@H](CN1CCCC1CN1C(=S)NC[C@@H]1Cc1ccc(O)cc1)N1C[C@H](Cc2ccc(O)cc2)N(CCc2ccccc2)C1=S (stereo not given in full),-21.2%
CCC(c1nnnn1Cc1ccccc1)N(Cc1ccccc1)Cc1cc2cc(C)ccc2[nH]c1=O (stereo not given),?
CCCCNC(=O)c1onc(CSc2ccc(F)c(F)c2)c1C(=O)NCCCC,-28.1%
NC(=S)NN=C1CCC(C2CCCCC2)CC1 (stereo not given),-1.4%
NC1=NC(c2ccc([N+](=O)[O-])cc2)N(c2ccc(F)cc2)C(N)=N1 (stereo not given),1.7%
COc1ccc(-c2nnn(CC(=O)N(Cc3ccc(F)cc3)C(C(=O)NC3CCCC3)c3ccc(F)cc3)n2)cc1 (stereo not given),11.9%
C/C=C(\C)C(=O)NCCN1C2=NC[C@@H](Cc3ccccc3)N2C[C@@H]1Cc1ccc(OC)cc1,1.7%
CCCCN(C(=O)CSCC(=O)Nc1ccc(OC)cc1)c1c(N)n(CC(C)C)c(=O)[nH]c1=O,2.0%
O=C1c2ccccc2C(=O)C1C(=O)C1CC1,-13.9%
CCN(CC)c1ccc(S(=O)(=O)N2CCOCC2)cc1NC(=O)COC(=O)/C=C/c1ccccc1,18.5%
C[C@H](O)[C@@H]1C(=O)N2CCc3ccc(N4CCN(C)CC4)cc3[C@@H]2C[C@@H]1N(C)C(=O)Nc1cc(Cl)cc(Cl)c1,-17.4%
COc1ccc2c(c1)C(CC(=O)NN)CCC2 (stereo not given),-2.1%
COc1ccc(C(=O)NC2CCCCCCC2)cc1OC,4.0%
CCN(CC(=O)Nc1ccc(OC)cc1)C(=O)c1ccc(OCc2c(C)noc2C)cc1,9.2%
CNC(=O)c1cc(NC(=O)N(CCC#N)CCN(C(=O)NC(Cc2ccccc2)C(=O)NC(CC(C)C)C(=O)NC)c2ccccc2)ccc1OC (stereo not given),-0.8%
CC(=NNC(=S)N1CCCCCC1)c1cccc2cccnc12,4.9%
COc1cc(C(=O)NC2CCCCCCC2)cc(OC)c1OC,2.0%
CCOC(=O)C1=C(C)N(CCCC(=O)O)C(=O)NC1C(CC)CC (stereo not given),-17.8%
Cc1cc(O)cc2c1C1CCC3(C)C(O)CCC3C1C=C2 (stereo not given),-20.2%
CCN(CC)c1nc(NN)nc(Nc2ccc(C)c(Cl)c2)n1,-12.7%
O=[N+]([O-])c1ccc2c(c1)C=C/C2=C\c1ccc(C=S)cc1,-21.4%
N#CC1C(=N)Cc2ccccc2-c2ccccc21 (stereo not given),-11.9%
c1ccc2c(N=NN3CCCCC3)ccnc2c1,-25.4%
CN(N=O)c1ccc(C=C2c3ccccc3-c3ccccc32)cc1,-19.3%
Cc1ccc(Nc2ncnc(Cl)c2N)cc1,6.7%

# Additional results.
SMILES,FEN1 inh
Cc1ccc2c(c1)/C(=N/OS(=O)(=O)c1ccccc1)CCS2,13.1%
CC(=O)Nc1ccc(/C=C/c2ccncc2)cc1,9.9%
O=C(Nc1ccn(CCCN(CCCn2ccc(NC(=O)OCc3ccccc3)nc2=O)CCc2cc3ccccc3[nH]2)c(=O)n1)OCc1ccccc1,-13.9%
COc1cc(/C=C2/N=C(c3ccccc3)OC2=O)c(F)cc1OCc1ccccc1,6.4%
NCc1cn(Cc2ccccc2)nc1-c1ccccc1,6.2%
O=P(NC1CCCCC1)(c1ccccc1)c1ccccc1,-0.7%
CC(C)(C)c1ccc(S(=O)(=O)N2CCN(c3nc(-c4ccccc4)nc4ccccc34)CC2)cc1,9.7%
O=C(Nc1nccs1)[C@@H]1CC=C[C@@H]2CCN(Cc3ccc(Cl)c(Cl)c3)C(=O)[C@@H]21,-26.4%
CCN(CC)CC#CC(C)(C)OC(C)=O,15.3%
O=C(Nc1ccccc1OC(=O)c1ccccc1)c1ccccc1,18.3%
Cc1ccc2cc(CN(CC3CCCO3)S(=O)(=O)c3ccc4c(c3)OCCO4)c(=O)[nH]c2c1C (stereo not given),-18.8%
O=C(c1cccnc1)N(Cc1ccccc1)C(=O)c1cccnc1,-5.9%
COc1ccc(S(=O)(=O)NNC(=O)Nc2ccc(F)cc2)cc1,15.9%
CCOC(=O)c1sc(N2C(=O)C(O)=C(C(=O)c3ccco3)C2c2ccc([N+](=O)[O-])cc2)nc1C (stereo not given),0.7%
Cc1cccc(/C=C/c2onc(C)c2[N+](=O)[O-])n1,4.2%
C[n+]1c(-c2ccccc2)cc2c(=Cc3ccc([N+](=O)[O-])cc3)c3ccccc3n21,-19.4%
O=C(Cc1cccc(NC(=O)C2CCN(C(=O)c3ccccc3)CC2)c1)Nc1cccc(C(=O)N2CCCCC2)c1,14.5%
Cc1ccccc1CN1C(=O)[C@H]2Cc3c([nH]c4ccccc34)C(C)(C)N2C1=O,2.0%
Cc1ccccc1C(c1ccccc1Cl)N(C)C (stereo not given),-10.1%
CCN(Cc1ccccc1)c1ccc(/C=C/c2ccnc3ccccc23)cc1,-16.2%
CCOC(=O)c1nn(C)c2[nH]c(=O)n(C)c(=O)c12,47.7%[activator]
CCn1cc(C(=O)NC2CCCCCC2)c(=O)c2cc(S(=O)(=O)N3CCCCC3)ccc21,-18.9%
C=C(C)COC(=O)c1ccccc1C(=O)OCC1(C)CO1 (stereo not given),-6.8%
CN(C)c1ccc(/C=C/c2c(Cl)cnc3ccccc23)cc1,8.1%
O=C(Nc1ccncc1)C1CC(=O)N(Cc2ccccc2)C1 (stereo not given),-1.4%

# In a second layout: 14 of the compounds above.
molecule	FEN1 inh
Cc1ccc2c(c1)/C(=N/OS(=O)(=O)c1ccccc1)CCS2	13.1%
CC(=O)Nc1ccc(/C=C/c2ccncc2)cc1	9.9%
O=C(Nc1ccn(CCCN(CCCn2ccc(NC(=O)OCc3ccccc3)nc2=O)CCc2cc3ccccc3[nH]2)c(=O)n1)OCc1ccccc1	-13.9%
COc1cc(/C=C2/N=C(c3ccccc3)OC2=O)c(F)cc1OCc1ccccc1	6.4%
NCc1cn(Cc2ccccc2)nc1-c1ccccc1	6.2%
O=P(NC1CCCCC1)(c1ccccc1)c1ccccc1	-0.7%
CC(C)(C)c1ccc(S(=O)(=O)N2CCN(c3nc(-c4ccccc4)nc4ccccc34)CC2)cc1	9.7%
O=C(Nc1nccs1)[C@@H]1CC=C[C@@H]2CCN(Cc3ccc(Cl)c(Cl)c3)C(=O)[C@@H]21	-26.4%
CCN(CC)CC#CC(C)(C)OC(C)=O	15.3%
O=C(Nc1ccccc1OC(=O)c1ccccc1)c1ccccc1	18.3%
Cc1ccc2cc(CN(CC3CCCO3)S(=O)(=O)c3ccc4c(c3)OCCO4)c(=O)[nH]c2c1C (stereo not given)	-18.8%
O=C(c1cccnc1)N(Cc1ccccc1)C(=O)c1cccnc1	-5.9%
COc1ccc(S(=O)(=O)NNC(=O)Nc2ccc(F)cc2)cc1	15.9%
CCOC(=O)c1sc(N2C(=O)C(O)=C(C(=O)c3ccco3)C2c2ccc([N+](=O)[O-])cc2)nc1C (stereo not given)	0.7%

# (next part)
SMILES,FEN1 inh
O=C(NN=Cc1ccc(F)cc1)C1CC1,-13.8%
CC(C)(C)OC(=O)N(Cc1ccco1)S(=O)(=O)c1ccccc1Br,-3.9%
COc1ccc(/C=C/c2ccccn2)cc1OC,?
O=C1NCC(c2ccccc2)(c2ccccc2)C(=O)N1,-6.9%
O=S(=O)(Cc1ccccc1)C(CCCc1ccccc1)S(=O)(=O)Cc1ccccc1,-2.4%
Cc1ncc(S(=O)(=O)c2ccc(Cl)cc2)c(N)n1,-1.1%
CC1CN(N=Cc2ccc([N+](=O)[O-])o2)C(=N)O1 (stereo not given),-1.3%
CCOC(=O)c1cc(OCc2csc(-c3ccccc3)n2)cc(C(=O)OCC)c1,1.7%
COc1cc2c(NC3CCN(C)CC3)nc(N3CCCCC3)nc2cc1OCCCN(C)C,25.1µM*
C=C1CC[C@@H]2[C@](C)(CO)[C@H](O)CC[C@@]2(C)[C@@H]1C/C=C1/C(=O)OCC1O (stereo not given in full),-4.0%
CC(=O)n1cc([C@H]2C=C(C(=O)N3CCOCC3)O[C@@H](OCCCCO)C2)c2ccccc21,-7.6%
Cc1n[nH]c2c([N+](=O)[O-])c(=O)[nH]c(=O)n12,-2.2%
COCCn1c(SCC(=O)Nc2nc3ccccc3s2)nnc1-c1ccoc1C,-3.5%
NCC1OC(n2cnc3c(N)ncnc32)CC1O (stereo not given),2.8%
O=C(O)c1ccccc1C(=O)c1ccc2oc(=O)[nH]c2c1,-0.7%
CCN(CC)S(=O)(=O)c1ccc(NC(=O)C2CC(=O)N(c3ccc4c(c3)OCCO4)C2)cc1 (stereo not given),3.0%
COc1cccc(CC(=O)Nc2ccc(F)c(S(=O)(=O)N3CCOCC3)c2)c1,11.6%
S=C(NCCCCN(Cc1ccc(Cl)cc1)c1ccc(Br)cn1)NCCCc1cnc[nH]1,-25.7%

# A portion of the library; the hit share may differ from the screen's.
